Bioassay records from PubChem.
Growth percent in the NCI-60 one-dose screen (48 h, 10 µM unless noted): 100 = growth as untreated, 0 = no growth, -100 = all killed.
IGROV1: IGROV1 ovarian cancer. AID 1794786. actives 4.7% (n = 79,000)
NCI-H23: NCI-H23 lung cancer. actives 4% (n = 80,000)
SK-OV-3: SK-OV-3 ovarian cancer cells; actives 3.2% (n = 80,000); AID 1794785
NCI-H460: NCI-H460 lung cancer | actives 6.8% (n = 82,000)
NCI/ADR-RES: NCI/ADR-RES ovarian cells. actives 4.4% (n = 81,000)
NCI-H226: NCI-H226 lung cancer; actives 3.5% (n = 79,000); AID 1794732
NCI-H522: NCI-H522 lung cancer; AID 1794739; actives 8% (n = 78,000)
NCI-H322M: NCI-H322M lung cancer | actives 2.7% (n = 80,000) | AID 1794733
COLO 205: COLO 205 colon cancer; actives 7.3% (n = 79,000); AID 1794742
* hit, by the source's call; x = no result given; [ ] = another dose, or the depositor's remark. The calls were made as follows: active = growth percent below 10; inactive = the rest.

no. | compound | IGROV1 | NCI-H23 | SK-OV-3 | NCI-H460 | NCI/ADR-RES | NCI-H226 | NCI-H522 | NCI-H322M | COLO 205
1 | C=C(C)[C@@H]1CC[C@]2(C(=O)O)CC[C@]3(C)[C@H](CC[C@@H]4[C@@]5(C)C/C(=C/c6ccc(OC)cc6)C(=O)C(C)(C)[C@@H]5CC[C@]43C)[C@@H]12 | 24 | 8.2* | 25 | 1.8* | 18 | 25 | 13 | 30 | 2.6*
2 | CCOC(=O)C(CC)(COC)C(=O)OCC | 104 | 104 | 107 | 99 | 106 | 108 | 94 | 97 | 110
3 | CCCCCC[C@](C)(O)[C@H]1CC[C@H]2[C@@H]3C[C@H](O)[C@H]4C[C@@H](O)CC[C@]4(C)[C@H]3CC[C@@]21C | 113 | 106 | 114 | 103 | 101 | 105 | 97 | 100 | 108
4 | O=C1Nc2cc(Cl)ccc2/C1=C/c1ccc(OCc2ccc(Cl)cc2)cc1 | 97 | 88 | 106 | 92 | 95 | 100 | 95 | 97 | 105
5 | CN1C(=O)/C(=C\c2cnc(-c3cccnc3)s2)c2ccccc21 | 99 | 101 | 104 | 101 | 98 | x | 93 | 104 | 108
6 | CC(C)C1=C[C@@]23CC[C@@H]4[C@](C)(CCC[C@@]4(C)C(=O)N4CCCNCC4)[C@H]2C[C@@H]1[C@H]1C(=O)CCC(=O)[C@H]13 | 99 | 96 | 107 | 104 | 95 | 101 | 91 | 106 | 134
7 | O=C(Nc1ccccc1)Nc1cc(-c2ccccc2)on1 | 110 | 103 | 114 | 101 | 102 | 102 | 91 | 106 | 130
8 | CC(C)[C@H](CN)NC[C@H](C)NS(=O)(=O)c1ccc(C(C)(C)C)cc1 | 97 | 97 | 105 | 100 | 104 | 74 | 96 | 101 | 105
9 | N=C(N)c1ccc(/C=C/c2ccc(C(=N)N)cc2O)cc1 | 97 | 110 | 116 | 108 | 103 | 97 | 94 | 112 | 128
10 | COc1ccc(C(=O)C(Br)C(Br)C(=O)O)cc1 (centres undefined) | 110 | 99 | 104 | 104 | 92 | 102 | x | 94 | 110
11 | NC(=O)C1(NC2CCCCC2)CCNCC1 | 105 | 102 | 98 | 102 | 107 | 108 | 93 | 96 | 104
12 | Cc1nn(-c2ccccc2)c(N(C)Cc2ccccc2)c1C1CC(c2ccc(F)cc2)=NN1C=O (centres undefined) | 76 | 86 | 69 | 91 | 69 | 79 | x | 85 | 90
13 | Cc1nc(C2CC2)[nH]c(=O)c1C(=O)Nc1cccc(C(=O)Nc2cccc(C(F)(F)F)c2)c1 | 107 | 101 | 89 | 104 | 105 | 85 | 53 | 97 | 109
14 | Oc1ccc(CCC2CCCCC2)c(O)c1 | 87 | 101 | 117 | 102 | 101 | 100 | 96 | 104 | 109
15 | COc1cc(C(=O)n2nc(N3CCOCC3)c3cc(-n4cccc4)ccc32)cc(OC)c1OC | 68 | 77 | 72 | 76 | 68 | 69 | 74 | 88 | 57
16 | CC(=O)ON1CCCC(P(=O)(OCCSC(=O)C(C)(C)C)OCCSC(=O)C(C)(C)C)C1=O (centres undefined) | 16 | 46 | 39 | 16 | 13 | 34 | 29 | 46 | 27
17 | CC1=C2C(=C[C@@](C)(COCOCCCl)[C@@H]2O)C(=O)[C@](C)(O)C12CC2 | -39* | -82* | -34* | -11* | -62* | -39* | -74* | -18* | -74*
18 | COc1ccc(/C=C2\Oc3cc(OCCN4CCCC4)ccc3C2=O)c(OC)c1OC | 110 | 96 | x | 104 | 95 | 102 | 100 | 107 | 100
19 | O=C(O)c1ccc(-n2cc(/C=N/Nc3cccc(F)c3)c(-c3ccc(F)cc3F)n2)cc1 | 65 | 82 | 95 | 97 | 74 | 83 | 22 | 80 | 104
20 | CN(CC(O)C(O)C(O)C(O)CO)c1oc(-c2ccccc2)nc1C#N (centres undefined) | 105 | 103 | 102 | 105 | 106 | 100 | 81 | 98 | 101
21 | CC(C)C(C(=O)O)N1C(=O)/C(=C\c2ccc(-c3ccc(Cl)cc3)o2)SC1=S (centres undefined) | 92 | 96 | 122 | 103 | 106 | x | 94 | 102 | 125
22 | Cc1nc2sc(C(=O)Nc3cccc(Cl)c3C)c(N)c2cc1C(C)O (centres undefined) | 32 | 33 | 23 | 11 | 7.9* | 96 | -25* | 56 | -4.2*
23 | CCCCCCCC/C=C\CCCCCCCC(=O)OCCCCCCCCCCCCC | 119 | 105 | 111 | 115 | x | 105 | 95 | 119 | 120
24 | CN1CCN(c2nc(-c3cccnc3)nc3sc4c(c23)CCCCCC4)CC1 | 102 | 94 | 97 | 98 | 89 | 93 | 103 | 99 | 102
25 | CS(=O)(=O)c1ccc(-c2nc3ccccc3n2CC(=O)N/N=C/c2ccccc2)cc1 | 100 | 94 | 93 | 107 | 105 | 99 | 79 | 96 | 104
26 | Cc1ccc(Cc2cnc(NC(=O)/C=C/c3cccc(C)c3)s2)cc1 | 18 | 13 | 16 | 1.9* | -36* | 37 | 19 | 46 | -4.3*
27 | O=C1NN(C(=O)c2ccc([N+](=O)[O-])cc2)C(c2ccccc2)=N/C1=C\c1cn(-c2ccccc2)nc1-c1ccccc1 | 97 | 101 | 112 | 100 | 102 | 99 | 84 | 101 | 119
28 | Cc1ccc(N(N)C(N)=O)cc1 | 102 | 88 | 120 | 108 | 96 | 99 | 97 | 97 | 117
29 | c1ccc(Cc2cccnc2)cc1 | 103 | 102 | 97 | 110 | 107 | 101 | 67 | 103 | 115
30 | CC(C)(C)c1ccc(-c2nc(C#N)c(NC3CCS(=O)(=O)C3)o2)cc1 (centres undefined) | 92 | 98 | 99 | 108 | 101 | 93 | 88 | 97 | 108
31 | Cn1cnc2c(SCc3ccccc3)ncnc21 | x | 110 | x | 103 | 107 | 96 | 72 | 91 | 96
32 | CSc1nn(-c2ccccc2)c2ncnc(Nc3ccc(C)cc3)c12 | 96 | 73 | 93 | 90 | 85 | 78 | 62 | 102 | 113
33 | CCOC(=O)c1csc(-c2csc(CCNC(=O)c3ccccc3)n2)n1 | 115 | 97 | 109 | 107 | 97 | 106 | 124 | 106 | 95
34 | Cc1ccc(C(=O)COc2cccc(/C=C3\Oc4ccccc4C3=O)c2)cc1 | x | 90 | 134 | 119 | 88 | 81 | 78 | 101 | 115
35 | O=C1OC(N(Cc2ccccc2)Cc2ccccc2)c2ccccc21 (centres undefined) | 98 | 111 | 95 | 106 | 105 | 109 | 89 | 90 | 106
36 | CCOC(=O)/C(C#N)=C/c1ccc(C)o1 | 111 | 103 | 104 | 101 | 109 | 100 | 78 | 110 | 108
37 | Cn1c(=O)c2[nH]c(=S)[nH]c2n(C)c1=O | 100 | 103 | 98 | 107 | 106 | 115 | 88 | 99 | 127
38 | COc1cc(/C=C2\CCCC3=C2NC(N)=NC3c2cc(OC)c(OC)c(OC)c2)cc(OC)c1OC (centres undefined) | -19* | 12 | 7.2* | -43* | 4.0* | -61* | -38* | x | -0.1*
39 | C=C(C)c1ccc(C)cc1 | 106 | 104 | 99 | 111 | 105 | 98 | 105 | 105 | 109
40 | c1ccc(C2OCCO2)nc1 | 106 | x | 102 | 100 | 102 | 100 | 97 | x | 106
41 | Cc1cc(C)n(-c2ccc3nnc(-c4ccccc4)n3n2)n1 | 111 | 94 | 128 | 104 | 76 | 105 | 75 | 110 | 115
42 | Oc1cccc(-c2nc(-c3nn(CN4CCNCC4)c(=S)o3)cc3c2[nH]c2ccccc23)c1 | 102 | 99 | 97 | 110 | 98 | 102 | 93 | 96 | 102
43 | Cc1cc2nc(SCC(=O)O)[nH]c2cc1C | 102 | 98 | 108 | 115 | 103 | 87 | 83 | 91 | 110
44 | O=C(c1ccccc1)C(c1ccccc1)N1CCOCC1 (centres undefined) | 104 | 97 | 105 | 103 | 99 | 95 | 90 | 105 | 109
45 | Cc1ccc(S(=O)(=O)N2CCCC3OCCCC3=C2C2=CCCCC2)cc1 (centres undefined) | 84 | 93 | 107 | 97 | 94 | 91 | 97 | 88 | 109
46 | CCn1c(=O)c2[nH]c(Cl)nc2n(CC)c1=O | 117 | 103 | 92 | 64 | 104 | 104 | 110 | 119 | x
47 | O=C(O)CCC(=O)NCC1CCCC(CNC(=O)CCC(=O)O)C1 (centres undefined) | 119 | 116 | 111 | 104 | 114 | 100 | 104 | 105 | 99
48 | CCCCCCC(C)N1C(=O)c2ccccc2C1=O (centres undefined) | 102 | 102 | 111 | 104 | 98 | x | 94 | 97 | 111
49 | O=C1NC(=O)C(c2ccccc2)(c2ccccc2)N1CN1C=CN(c2cc3ccccc3oc2=O)N1 | 61 | 88 | 88 | 91 | 89 | 77 | 73 | 87 | 121
50 | Cc1ccc(C(=O)N2Cc3ccccc3CC2C(N)=O)c(C)c1 (centres undefined) | 102[50 µM] | 93[50 µM] | 98[50 µM] | 104[50 µM] | 96[50 µM] | 85[50 µM] | 84[50 µM] | 104[50 µM] | 117[50 µM]
51 | CC1=CC(=C(c2cc(C)c(O)c(C(=O)O)c2)c2cc(C)c(O)c(C(=O)O)c2)C=C(C(=O)O)C1=O | 110 | 101 | 96 | 107 | 100 | 101 | 78 | 122 | 112
52 | CCCCCCC1(C)NCCO1 (centres undefined) | 80 | 99 | 100 | 106 | 108 | 103 | 100 | 87 | 102
53 | COc1ccc(/C=C2/C3=C([C@@H](c4ccc(OC)cc4OC)C(C#N)=C(N)O3)[C@H]3CCC2N3C)c(OC)c1 | 83 | 79 | 88 | 74 | 80 | 92 | 86 | 99 | x
54 | CSc1nc2nc3c(nc2c(=O)n1C)C(=O)c1ccccc1-3 | 89 | 100 | 99 | 97 | 103 | 83 | x | 105 | 106
55 | Cc1cc(C(=O)O)c(C)cc1C(=O)O | 85 | 107 | 106 | 119 | 105 | 101 | 97 | 77 | 120
56 | CCCCCCCCCCCC(=O)Nc1ccc(SSc2ccc(NC(=O)CCCCCCCCCCC)cc2)cc1 | 105 | 107 | 106 | 104 | 108 | 96 | 106 | 100 | 110

Later entries.
no. | compound | IGROV1 | NCI-H23 | SK-OV-3 | NCI-H460 | NCI/ADR-RES | NCI-H226 | NCI-H522 | NCI-H322M | COLO 205
57 | O=C(C1CCCCC1C(=O)N1CCCCC1)N1CCCCC1 (centres undefined) | 111 | 108 | 103 | 106 | 100 | 99 | 103 | 119 | 107
58 | O=C1C=CC(=Nc2ccc(F)cc2)O1 | 106 | 104 | 96 | 111 | 124 | 94 | 84 | 102 | 106
59 | C=CC[P+](CC=C)(CC=C)c1ccccc1 | 102 | 105 | 114 | 112 | 105 | 117 | 101 | 104 | 111
60 | CCCCCc1ccc(C(=O)N2CCN(C)CC2)cc1 | 105 | 111 | 102 | 110 | 114 | 106 | 83 | 104 | 107
61 | CCNc1nc(N2CC(=O)Nc3cc(OC)ccc32)c2ccccc2n1 | 14 | 3.2* | 27 | -5.2* | 0.2* | 50 | -8.1* | 37 | -48*
62 | C#CC[C@@H]1C[C@]2(C)[C@H]3CC=C4[C@H]5[C@@H](C)[C@H](C)CC[C@]5(C(=O)NCCCCCCCCN)CC[C@@]4(C)[C@]3(C)CC[C@H]2C(C)(C)[C@H]1OC(C)=O | 51 | 79 | 116 | -64* | 66 | 95 | -1.2* | 80 | -23*
63 | N#Cc1c(-c2ccccc2)[nH]c(-c2ccccc2)c1NS(=O)(=O)c1ccc(N)cc1 | 51 | 88 | 109 | 91 | 103 | 92 | 86 | 102 | 114
64 | CCN(CC)Cc1ccc(CNc2cc(OC)nc3nc(C)nn23)cc1 | 107 | 99 | 111 | 112 | 100 | 99 | 85 | 102 | 117
65 | O=c1nc(NCc2ccccc2Cl)sc2ccccc12 | 111 | 109 | 120 | 104 | 100 | 102 | 93 | 98 | 125
66 | O=c1c2cc(F)ccc2nc2n1CCO2 | 109 | 98 | 107 | 103 | 103 | 92 | 90 | 108 | 121
67 | Nc1ccc(C2NNC(=O)Cc3cc4c(cc32)OCO4)cc1 (centres undefined) | 103 | 104 | 112 | 114 | 102 | 111 | 89 | 98 | 117
68 | COc1ccc(C2N=C(SCC(=O)Nc3ccc(S(=O)(=O)NC(C)=O)cc3)NC(C)=C2C(C)=O)cc1 (centres undefined) | 111 | 100 | 105 | 114 | 102 | 111 | 102 | 104 | 123
69 | CC(C)c1oc2ccccc2c1C(=O)c1cc(I)c(O)c(I)c1 | 106 | 93 | x | 99 | 93 | 87 | 91 | 98 | 102
70 | NC(CCSCc1ccccc1)C(=O)O (centres undefined) | 78 | 102 | 100 | 108 | 106 | 96 | 105 | 82 | 103
71 | COc1ccc(Oc2ccc(/C=N/NC(=O)CSc3nc4ccccc4c(=O)n3-c3ccc(Cl)cc3)cc2)cc1 | 49 | 42 | 66 | 11 | 51 | 80 | 51 | 85 | 73
72 | OC(c1cccc(C(F)(F)F)c1)c1cnccc1NC1CCCCCC1 (centres undefined) | 44 | 26 | 71 | -24* | 39 | 62 | 59 | 46 | -76*
73 | O=C1/C(=C/c2ccco2)CC/C1=C\c1ccco1 | 102 | 99 | 100 | 101 | 100 | 105 | x | 111 | 103

Reformatted in transposed form: 5 of the compounds above.
16: CC(=O)ON1CCCC(P(=O)(OCCSC(=O)C(C)(C)C)OCCSC(=O)C(C)(C)C)C1=O (centres undefined)
17: CC1=C2C(=C[C@@](C)(COCOCCCl)[C@@H]2O)C(=O)[C@](C)(O)C12CC2
18: COc1ccc(/C=C2\Oc3cc(OCCN4CCCC4)ccc3C2=O)c(OC)c1OC
19: O=C(O)c1ccc(-n2cc(/C=N/Nc3cccc(F)c3)c(-c3ccc(F)cc3F)n2)cc1
20: CN(CC(O)C(O)C(O)C(O)CO)c1oc(-c2ccccc2)nc1C#N (centres undefined)

assay / compound | 16 | 17 | 18 | 19 | 20
IGROV1 | 16 | -39* | 110 | 65 | 105
NCI-H23 | 46 | -82* | 96 | 82 | 103
SK-OV-3 | 39 | -34* | x | 95 | 102
NCI-H460 | 16 | -11* | 104 | 97 | 105
NCI/ADR-RES | 13 | -62* | 95 | 74 | 106
NCI-H226 | 34 | -39* | 102 | 83 | 100
NCI-H522 | 29 | -74* | 100 | 22 | 81
NCI-H322M | 46 | -18* | 107 | 80 | 98
COLO 205 | 27 | -74* | 100 | 104 | 101
